RAD52 inh: RAD52 (human) annealing inhibition | P43351 | recombinant RAD52 DNA annealing, FRET fluorescence | inhibition, % at 18.7 µM | 360,000 compounds, 0.46% hits | AID 651710;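 active = every replicate showing at least 50% inhibition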
Target sequence (P43351 whole entry, looked up): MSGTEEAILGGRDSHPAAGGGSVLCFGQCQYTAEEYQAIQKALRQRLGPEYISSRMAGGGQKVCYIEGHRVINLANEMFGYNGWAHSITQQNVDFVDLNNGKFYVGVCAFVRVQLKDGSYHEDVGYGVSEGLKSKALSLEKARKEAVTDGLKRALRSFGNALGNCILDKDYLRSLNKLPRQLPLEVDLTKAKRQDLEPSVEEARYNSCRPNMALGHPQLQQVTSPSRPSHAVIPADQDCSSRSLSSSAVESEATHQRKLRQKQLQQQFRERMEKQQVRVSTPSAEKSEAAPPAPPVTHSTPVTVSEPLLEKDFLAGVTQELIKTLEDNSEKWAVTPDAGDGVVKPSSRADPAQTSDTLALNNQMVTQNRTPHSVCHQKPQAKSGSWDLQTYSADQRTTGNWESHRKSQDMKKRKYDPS
Cneo AK release: Cryptococcus neoformans lysis via adenylate kinase release. AID 651654. lysis activity, % at 15 µM. C. neoformans lysis, adenylate kinase release luminescence, 4 h; normalised: neutral wells 0, clomiphene wells 100. 360,000 compounds, 0.2% hits;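 active = mean lysis activity across replicates of at least 80%, whatever share of replicates individually reach that level; inactive = mean lysis activity below 80%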
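Material – Cryptococcus neoformans yeast cells · Quantity – 5 × 10^6 yeast cells/mL · Buffer or medium – YPD medium · Compound – single dose · Timing – 4 h static compound exposure, 37 °C, read 1 h post-reagent · Signal – adenylate kinase release luminescence · Read-out basis – lysis from increased AK signal · Benchmarks – Clomiphene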
miR-122 sensor: inhibitors of miR-122 in Huh7 cells; 340,000 compounds, 0.3% hits; activation (reporter increase), % at 12.5 µM; Huh7 miR-122 Renilla luciferase sensor, 48 h; neutral wells = 0, positive control = 100;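 active = mean replicate activation score at least 90 and every replicate individually at or above 90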;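 also: higher luciferase means less miR-122 activity so hits act as miR-122 inhibitors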
RAD54 branch: RAD54 (human) branch migration inhibition; Q92698; RAD54 Holliday junction branch migration, FAM/BHQ fluorescence; inhibition, % at 10.4 µM; 360,000 compounds, 0.14% hits; AID 602329;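 active = mean normalized replicate activity at least 40 and at least half of replicates scoring 40 or more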;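 also: 0% = median of neutral control wells and 100% = median of positive control wells; inhibitors cause a drop in the FAM fluorescence signal; in these data hits start at about 50%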
PglD inh: inhibitors of Campylobacter jejuni PglD acetyltransferase; purified PglD enzyme, DTNB colorimetric CoA detection; inhibition, % at 12.5 µM; 360,000 compounds, 0.098% hits; AID 602405; in the data active = inhibition above about 16%, passing the limit was not always enough; also: strong numbers were not always called active
ERAP1 inh: blocks human ERAP1 aminopeptidase activity; Q9NZ08; recombinant ERAP1, Leu-AMC fluorescence, 60 min; inhibition, % at 10.7 µM; 340,000 compounds, 0.15% hits; AID 652197;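 active = mean replicate inhibition of at least 30%, or all replicates individually reaching that 30% level; inactive = mean below 30% and not every replicate reaching it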;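 also: 0% = neutral control wells and 100% = L-leucinethiol positive control wells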
PGC1a acetyl inh: PGC1a acetylation modulation, inhibitor mode | 350,000 compounds, 0.17% hits | U2OS PGC1a acetylation, AlphaScreen anti-acetyl-lysine; with virally co-expressed GCN5 acetyltransferase | inhibition, % at 15.6 µM;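 active = every replicate shows inhibition of at least 40%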;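 also: 0% = neutral control wells and 100% = positive control wells; some results beyond the cut were filed as inactive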
E-selectin induc: induces E-selectin expression in human endothelial cells; P16581; HUVEC E-selectin immunofluorescence imaging; normalized: neutral wells 0, TNF-alpha wells 100; activation, % at 7.58 µM; 260,000 compounds, 0.37% hits;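 active = mean E-selectin-positive cell signal at least 10% of the positive control, reached in at least 60% of replicates, without over 20% cell loss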;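 also: in these data hits start at about 27%; measured in HUVEC primary endothelial cells; signal is the percent of cells scored E-selectin positive by PE staining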
Target sequence (P16581 whole entry, looked up): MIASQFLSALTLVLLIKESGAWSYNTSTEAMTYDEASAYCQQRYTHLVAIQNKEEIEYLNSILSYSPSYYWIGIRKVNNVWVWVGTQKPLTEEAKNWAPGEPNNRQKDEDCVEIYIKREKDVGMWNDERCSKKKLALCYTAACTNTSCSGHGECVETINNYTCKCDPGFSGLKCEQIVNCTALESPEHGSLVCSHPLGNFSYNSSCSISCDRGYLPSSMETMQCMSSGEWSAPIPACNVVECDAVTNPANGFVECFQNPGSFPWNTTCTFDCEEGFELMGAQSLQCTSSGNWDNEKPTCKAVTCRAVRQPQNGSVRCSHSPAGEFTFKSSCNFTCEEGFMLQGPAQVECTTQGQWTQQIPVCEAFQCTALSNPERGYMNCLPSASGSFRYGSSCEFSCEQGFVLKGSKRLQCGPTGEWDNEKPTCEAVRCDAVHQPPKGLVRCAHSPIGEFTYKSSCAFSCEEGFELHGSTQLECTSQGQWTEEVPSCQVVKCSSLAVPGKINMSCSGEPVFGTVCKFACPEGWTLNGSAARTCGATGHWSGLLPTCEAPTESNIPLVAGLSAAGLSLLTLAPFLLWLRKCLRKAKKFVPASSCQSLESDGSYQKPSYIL
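System: HUVEC / Compound: single concentration / Signal: immunofluorescence imaging / Read-out: percent E-selectin-positive cells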
* marks the source's active call; other numbers are inactive results; . = not tested or not shown; & = joins results of further samples; [ ] = another dose, or the depositor's remark.

mol | RAD52 inh | PGC1a acetyl inh | RAD54 branch | Cneo AK release | E-selectin induc | ERAP1 inh | PglD inh | miR-122 sensor
CC(C)Oc1ccc(S(=O)(=O)N2CCCCC2)cc1NC(=O)CC1OC(=O)c2ccccc21 (stereo not drawn) | -12 | . | 2 | 1 | . | 3 | 3 | .
N#C/C(=C\c1c[nH]c2ccccc12)c1nnc2n1CCCCC2 | . | . | 6 | 0 | . | . | -13 | -7
S=C1NC2CCCCC2N1 (stereo not drawn) | -9 | -4 | . | . | 2.2 | -4 | . | .
CCOC(=O)CN1C(=O)CC(c2ccc([N+](=O)[O-])cc2)C1=O (stereo not drawn) | -11 | 9 | -6 | 0 | . | 0 | 2 | 0
COc1cccc(NC(=S)Nc2ccc(Br)cc2Cl)c1 | -1 | -3 | 8 | 3 | -0.9 | -4 | -1 | 0
O=S1(=O)CC(N2CC=CC2)CN1Cc1ccc(F)cc1 (stereo not drawn) | -14 | -14 | -9 | 20 | -0.1 | 0 | -8 | -5
O=C(CC(F)(F)F)N1C[C@@H]2[C@H](c3ccccc31)[C@H](CO)N2C(=O)C1CC1 | -10 | -3 | -9 | 4 | -0.1 | 4 | 2 | -7[16.7 µM]
Cc1ccc(NC(=O)CC2C(=O)NCCN2C(=O)c2ccc(F)cc2)cc1 (stereo not drawn) | -1 | 4 | -22 | -1 | 0.3 | 1 | 2 | -5
CCCn1c(=O)c2c(nc3n2CC(C)CN3Cc2ccccc2)n(C)c1=O (stereo not drawn) | -5 | 19 | -7 | 6 | . | 2 | -2 | -19
O=c1nc(-c2ccccc2)cc(C(F)(F)F)[nH]1 | . | 6 | 0 | 2 | . | . | -5 | -2
Cc1cccc(N(CC(=O)NC(C)(C)C)C(=O)CS(=O)CC(=O)Nc2ccc(F)cc2)c1 (stereo not drawn) | 0 | -2 | . | . | 5.8 | 1 | . | 6
CN1CCN(C(=O)/C=C/c2ccc([N+](=O)[O-])o2)CC1 | -30 | . | 7 | 2 | -0.2 | 1 | -2 | .
O=C(O)c1ccc(S(=O)(=O)NCc2cccnc2)cc1 | -5 | 0 | -1 | 1 | -0.1 | -2 | 2 | 9
CNC(=O)C[C@@H]1CC[C@@H]2[C@@H](COc3ccc(NC(=O)c4cscn4)cc3C(=O)N2C)O1 | . | -1 | 4 | 0 | 0.0 | . | 2 | 4[16.7 µM]
O=C1c2ccccc2NC(c2ccc(O)c(O)c2)N1c1ccccc1Cl (stereo not drawn) | -7 | 9 | -17 | -1 | . | 4 | -10 | -1
COc1ccc(NC(=O)Nc2ccc3c(c2)CC(=O)N([C@@H](C)CO)C[C@@H](C)[C@@H](CN(C)S(=O)(=O)c2cccs2)O3)cc1 | -5 | 9 | -2 | 0 | -0.1 | 0 | 1 | -5[16.7 µM]
O=C(C[C@H]1C[C@@H]2c3cc(NC(=O)C4CCOCC4)ccc3O[C@@H]2[C@H](CO)O1)NC1CCCCC1 | -1 | 1 | 3 | -2 | 0.1 | -1 | 2 | -3[16.7 µM]
COc1ccc(CC(=O)NCC2CCCN(Cc3ccc(SC)cc3)C2)cc1 (stereo not drawn) | -12 | 23 | -1 | 5 | . | -6 | 7 | -3
COc1ccc(OCC(=O)Nc2ccc3c(c2)OCO3)cc1 | -11 | . | 13 | -1 | -0.1 | -5 | 2 | 1
O=C(CN1CCOCC1)N[C@@H]1CC[C@@H](CCn2cc(C3CCCCC3)nn2)O[C@@H]1CO | 5 | 4 | -5 | -1 | 0.0 | -1 | 1 | .
COC(=O)c1cc(S(=O)(=O)NCCCN2CCCC2=O)cn1C | -4 | 0 | . | . | . | -2 | . | 2
C[C@@H]1CCCCO[C@H](CN(C)S(=O)(=O)c2cn(C)cn2)[C@@H](C)CN([C@H](C)CO)C(=O)c2cc(NC(=O)Cc3ccccc3)ccc2O1 | . | 8 | -20 | -15 | -0.2 | . | 3 | -2[16.7 µM]
CCC1CCC(C(=O)NC(CCSC)C(=O)NCCc2ccc(S(N)(=O)=O)cc2)CC1 (stereo not drawn) | -4 | -11 | 2 | -5 | 0.0 | -6 | -1 | 2
COC(=O)c1cn(NC(=O)c2cccnc2)c(=O)c2ccccc12 | . | 6 | 2 | 0 | . | . | -1 | 0
O=C1CNC(=S)N1CCc1ccccc1Cl | -8 | 1 | 11 | -7 | . | -1 | 0 | -3
Cc1ccc(-c2csc(NC(=O)c3ccc4c(=O)n5c(nc4c3)CCCCC5)n2)cc1 | 3 | -3 | 3 | . | -2.7 | 3 | 0 | 0
CCC(C)NCC(O)COCc1ccc(Cl)cc1 (stereo not drawn) | . | 4 | 5 | 2 | . | . | -13 | 0
C[C@H](CO)N1C[C@H](C)[C@H](CN(C)C)Oc2ccc(NS(=O)(=O)c3ccc(Cl)cc3)cc2C1=O | 17 | 8 | -8 | 1 | . | 0 | 15 | 40[16.7 µM]
CN(C)C(=O)C[C@@H]1C[C@H]2c3cc(NS(=O)(=O)c4ccc(F)cc4)ccc3O[C@H]2[C@H](CO)O1 | . | 7 | 3 | -2 | 0.5 | . | 7 | 3[16.7 µM]
O=C(c1ccc([N+](=O)[O-])cc1[N+](=O)[O-])N1CCc2ccccc21 | -16 | 6 | 3 | 1 | 0.2 | -1 | 1 | -6
CC1CCN(C(=O)Cn2cc(C(=O)c3ccco3)c3ccccc32)CC1 | . | 2 | -2 | -3 | . | . | 2 | 1
O=S(=O)(N[C@H]1CC[C@H](CCn2cc(C3(O)CCCC3)nn2)O[C@@H]1CO)c1ccccc1 | -9 | 8 | 3 | -2 | -0.5 | -1 | -1 | .
NS(=O)(=O)c1ccc(NCC2COc3ccccc3O2)c([N+](=O)[O-])c1 (stereo not drawn) | -25 | 6 | . | . | 1.9 | 1 | . | -5
Cc1oc2c(c(C)cc3oc(=O)c(CC(=O)NCCCN4CCCC4=O)c(C)c32)c1C | -9 | -16 | 6 | 0 | . | . | 5 | -10
Cc1ccc(C2(c3noc(CN4CCC(C(=O)N5CCOCC5)CC4)n3)CCCC2)cc1 | -8 | -1 | . | . | 0.2 | -4 | . | -3
COc1ccc(CNC(=O)c2ccc3oc(C(C)C)nc3c2)cc1 | -13 | . | 2 | 1 | -0.2 | -3 | -4 | -6
COc1ccc(OC)c(S(=O)(=O)NCC(=O)NC2CCCc3ccccc32)c1 (stereo not drawn) | -15 | -5 | 7 | -4 | 0.5 | -5 | -5 | 59
CCc1ccc(N2CC(C(=O)NCCC3=CCCCC3)CC2=O)cc1 (stereo not drawn) | -13 | -7 | 3 | 5 | . | 0 | 5 | 0
O=C(Nc1cccc(Cl)c1)N1C[C@@H]2[C@H](c3ccccc31)[C@H](CO)N2C(=O)c1cccnc1 | . | -2 | 0 | -9 | -0.1 | . | -1 | -5[16.7 µM]
O=C(CN1CCC(NC(=O)c2cccc(F)c2)CC1)Nc1ccc(Br)cc1 | -15 | 35 | 4 | 3 | . | -4 | -4 | -3
COc1cc2c(cc1OC)CN(C(=O)c1ccc3[nH]c(C)c(C)c3c1)CC2 | -22 | -12 | 15 | 0 | . | -2 | -3 | -2
CCCNC(=O)N1C[C@@H](C)[C@@H](OC)CN(C)C(=O)c2cc(NC(=O)CC)ccc2OC[C@@H]1C | -5 | -1 | -3 | 1 | -0.1 | 1 | 2 | .
COc1cc(NC(=O)CSc2nnc(NC(C)C)s2)cc(OC)c1OC | -6 | -11 | 6 | -1 | . | 0 | 1 | -5
COc1ccc(-c2cc(C(F)(F)F)nc(-n3cncn3)n2)cc1 | . | -2 | 9 | 0 | . | . | 3 | 7
Cc1ccc2c(c1)nnn2C1CCN(CC(=O)Nc2ccc(F)cc2)CC1 | -9 | -1 | 14 | -4 | 0.6 | 1 | -2 | .
CCOC(=O)C1(Cc2ccccc2)C(=O)N(CCCN(C)C)c2ccccc21 (stereo not drawn) | -5 | 13 | -6 | 0 | -0.2 | 0 | -5 | -1
Cc1cn(Cc2ccccc2Cn2cc(C)c(=O)[nH]c2=O)c(=O)[nH]c1=O | -8 | -1 | 3 | -4 | 0.0 | 5 | 0 | -2
CCCNC(=O)C[C@@H]1C[C@H]2c3cc(NC(=O)COC)ccc3O[C@H]2[C@H](CO)O1 | -2 | -8 | -8 | 62 | 0.7 | 0 | 1 | 3[16.7 µM]
CC(/C=C1\NC(=S)NC1=O)=C\c1ccccc1 | -15 | . | 5 | 1 | -0.1 | 6 | . | .
CCCC1C2C(=O)N(c3ccccc3OCC)C(=O)C2ON1c1ccccc1 (stereo not drawn) | . | -6 | -2 | -2 | . | . | 1 | 0
Cc1ccc(C)c(NC(=O)CN(C)C(=O)CCN2C(=O)c3ccccc3C2=O)c1 | . | 3 | -2 | 1 | . | . | -10 | -3
O=C(/C=C/c1ccc([N+](=O)[O-])cc1)NCCN1C(=O)S/C(=C\c2ccc(F)cc2)C1=O | 2 | -2 | 2 | 11 | -0.7 | 1 | 5 | -2
CC(=O)Nc1cc(C(=O)NCCN2CCN(Cc3ccccc3)CC2)ccc1Sc1ccc(C)cc1 | -9 | 0 | . | . | 1.1 | 2 | . | -2
COc1ccc(NC(=O)Cn2c(C)cc(=O)c3cccc(OC)c32)cc1 | . | -13 | 0 | 0 | 0.1 | . | 3 | -3
O=C1CC(N2CCN(c3nc4ccccc4s3)CC2)C(=O)N1c1cccc(F)c1 (stereo not drawn) | . | 17 | 4 | 0 | . | . | 5 | 3
C[C@@H]1CCCCO[C@H](CN(C)C(=O)CCCN(C)C)[C@@H](C)CN([C@H](C)CO)C(=O)c2cc(NC(=O)Nc3ccccc3)ccc2O1 | 12 | -2 | 3 | 1 | -0.1 | 2 | 2 | 1[16.7 µM]
C[C@H](CO)N1C[C@H](C)[C@H](CN(C)Cc2ccc(C(F)(F)F)cc2)Oc2ccc(NC(=O)Cn3cnnn3)cc2C1=O | -27 | -7 | 2 | -13 | 1.5 | 1 | -2 | -2[16.7 µM]
O=S(=O)(NCc1ccccn1)c1cc(C(F)(F)F)ccc1Cl | 5 | -15 | 3 | 1 | . | 2 | -2 | -1
O=C(Nc1ccc(C(F)(F)F)cc1)N[C@@H]1CC[C@H](CCn2cc(C3(O)CCCC3)nn2)O[C@@H]1CO | 1 | 22 | 1 | -1 | 1.7 | 2 | -1 | .
Cc1ccccc1C(=O)NNS(=O)(=O)c1ccc(F)cc1 | -37 | 4 | 5 | 1 | -0.2 | -3 | 6 | -4

(cont.)
mol | RAD52 inh | PGC1a acetyl inh | RAD54 branch | Cneo AK release | E-selectin induc | ERAP1 inh | PglD inh | miR-122 sensor
N#Cc1c(NC(=S)NC(=O)Cc2cccs2)sc2c1CCCCC2 | . | -7 | -4 | 8 | . | . | 1 | 4
Cc1cc(C)n(CC(=O)NC2CCCCC2C)c(=O)c1C#N (stereo not drawn) | -12 | 7 | 2 | -2 | -0.2 | 1 | 1 | .
Cc1ccc(S(=O)(=O)Nc2ccc3c(c2)CC(=O)N([C@@H](C)CO)C[C@@H](C)[C@@H](CN(C)S(=O)(=O)c2ccc(C)cc2)O3)cc1 | -1 | -18 | 2 | 5 | -0.3 | -2 | 0 | -9[16.7 µM]
O=C(NCc1ccccn1)c1n[nH]c2ccccc12 | . | -1 | 0 | 0 | . | . | 3 | 4
COc1ccc(C(=O)Cn2nnc(-c3ccccc3NC(=O)C3CCCCC3)n2)cc1 | . | -25 | 5 | -1 | . | . | 6 | 1
C[C@@H]1CN([C@H](C)CO)S(=O)(=O)c2ccc(Br)cc2O[C@H]1CN(C)C(=O)C1CCCCC1 | 0&9 | 6&-6&-14 | -13&-1 | 0&1 | -0.2&0.1 | -3&1 | 0&0 | 0
Cc1ccc(C)c(N(CC(=O)NC2CCCC2)C(=O)c2oc(C(C)(C)C)cc2C)c1 | -10 | -2 | 4 | 1 | . | -3 | -6 | 8
CCN(CC(=O)Nc1ccccc1C(F)(F)F)C(=O)Cc1cccs1 | -1 | -12 | 2 | 0 | . | -3 | 0 | 2

High-throughput results from PubChem BioAssay.
